# Pol eta inh = inhibitors of human DNA polymerase eta. recombinant Pol eta, fluorescent DNA replication assay. 390,000 compounds, 1.2% hits. Potency, µM (highest dose often 114 µM), without a hit: at the top dose activity change, negative = inhibition, usual class: inhibitors; note: potency is the fitted concentration of half-maximal effect; % is set by controls: 0 for no effect and ±100 for the full control effect
#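 Pol eta (10 nM) was preincubated with compounds for 15 min at room temperature, after which fluorescent replication substrate (50 nM final) was added to start the reaction. Fluorescence was read kinetically at 0 and 10 min.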
# BLM helicase inh = blocks DNA unwinding by human BLM helicase; P54132; recombinant BLM DNA unwinding, fluorescence dequenching; Potency, µM (highest dose often 56.1 µM), for inactives: at the highest dose activity change, negative = inhibition, usual class: inhibitors; 350,000 compounds, 0.2% hits; AID 2528;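 note: potency is the fitted concentration of half-maximal effect; plate controls were vehicle for no effect and no enzyme for full effect; nearly all actives have a fitted effect of over 35% in size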
# Pol kappa inh = inhibitors of human DNA polymerase kappa | Q9UBT6 | purified Pol kappa, fluorescent DNA synthesis assay, 10 min | Potency, µM (highest dose often 107 µM), without a hit: at the highest dose activity, negative = inhibition, most hits filed as inhibitors | 400,000 compounds, 0.53% hits | AID 588579; note: potency is the fitted concentration of half-maximal effect; % is set by controls: 0 for no effect and ±100 for the full control effect
# Target sequence (Q9UBT6 whole entry, looked up): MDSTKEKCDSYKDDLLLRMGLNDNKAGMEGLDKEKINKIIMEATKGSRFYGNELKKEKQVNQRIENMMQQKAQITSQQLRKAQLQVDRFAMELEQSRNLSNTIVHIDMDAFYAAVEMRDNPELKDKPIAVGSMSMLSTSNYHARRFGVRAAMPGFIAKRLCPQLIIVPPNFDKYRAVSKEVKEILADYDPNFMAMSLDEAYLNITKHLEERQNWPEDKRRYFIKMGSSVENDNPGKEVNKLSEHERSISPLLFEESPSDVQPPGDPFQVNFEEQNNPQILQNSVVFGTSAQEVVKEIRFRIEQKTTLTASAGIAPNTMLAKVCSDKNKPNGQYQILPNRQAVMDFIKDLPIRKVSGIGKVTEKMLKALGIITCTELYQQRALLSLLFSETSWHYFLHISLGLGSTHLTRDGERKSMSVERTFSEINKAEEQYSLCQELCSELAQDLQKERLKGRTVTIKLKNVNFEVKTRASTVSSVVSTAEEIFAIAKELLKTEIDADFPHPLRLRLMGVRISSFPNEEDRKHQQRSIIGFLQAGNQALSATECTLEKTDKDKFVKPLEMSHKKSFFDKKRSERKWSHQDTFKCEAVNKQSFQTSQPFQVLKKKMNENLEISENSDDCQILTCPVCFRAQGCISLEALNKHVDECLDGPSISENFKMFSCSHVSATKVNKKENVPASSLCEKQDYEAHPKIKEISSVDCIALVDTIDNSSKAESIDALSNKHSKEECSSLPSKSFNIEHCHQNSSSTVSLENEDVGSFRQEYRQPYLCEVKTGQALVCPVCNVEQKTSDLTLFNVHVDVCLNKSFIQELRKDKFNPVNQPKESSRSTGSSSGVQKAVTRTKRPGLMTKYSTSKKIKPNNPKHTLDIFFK
#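 50 nM final substrate added after 15 min RT preincubation of 10 nM Pol kappa with compound; fluorescence read at 0 and 10 min.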
# RXFP1 antag = blocks the human relaxin receptor RXFP1. Q9HBX9. HEK293-RXFP1, relaxin-stimulated cAMP HTRF, 30 min; hits give low values. activity change, negative = inhibition, % at 57.5 µM. 350,000 compounds, 0.59% hits. AID 1259400;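 active = activity change of -60% or lower, but not beyond a set lower limit; inconclusive = change between -60% and -40%, or beyond the set limit; inactive = change above -40%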; note: % is set by controls: 0 for no effect and ±100 for the full control effect
# POLB inh = blocks human DNA polymerase beta activity; Pol beta primer extension/strand displacement, fluorescence kinetic; Potency, µM (top dose mostly 114 µM), without a hit: at the top dose activity change, negative = inhibition, usual class: inhibitors; 340,000 compounds, 1.3% hits; AID 485314; note: potency is the fitted concentration of half-maximal effect; % is set by controls: 0 for no effect and ±100 for the full control effect
#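 Pol beta (10 nM) was preincubated with compound for 15 min at room temperature. The reaction was then started with 50 nM substrate and read immediately and after a further 10 min at room temperature.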
# Anesthetic bind = binds horse apoferritin like a general anesthetic. apoferritin/1-aminoanthracene competitive binding, fluorescence. AID 485281. P02791. 350,000 compounds, 0.074% hits. Potency, µM (series often up to 77.5 µM), inactives show at the top dose activity change, negative = displacement, usual class: inhibitors; note: potency is the fitted concentration of half-maximal effect; % is set by controls: 0 for no effect and ±100 for the full control effect; nearly all actives have a fitted effect of over 20% in size
# Target sequence (P02791 2-175 limits assumed): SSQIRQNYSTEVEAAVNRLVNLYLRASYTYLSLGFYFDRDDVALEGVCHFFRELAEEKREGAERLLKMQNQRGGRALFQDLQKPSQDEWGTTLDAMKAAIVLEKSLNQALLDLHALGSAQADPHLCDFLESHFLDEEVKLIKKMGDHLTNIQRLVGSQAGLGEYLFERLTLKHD
#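 10 uM apoferritin + 50% sat. 1-AMA, PBS; cpd 10 min RT; Ex380/Em535 endpoint; normalized to free probe vs complex; 4-param Hill fit; propofol titration as pos. ctrl.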
# POLI inh = inhibitors of human DNA polymerase iota. AID 588590. 390,000 compounds, 1% hits. Potency, µM (top dose mostly 115 µM), without a hit: at the highest dose activity, negative = inhibition, hits mostly inhibitors. Pol iota fluorescent replication assay, 10 min. Q9UNA4; note: potency is the fitted concentration of half-maximal effect
#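 Fluorescent replication assay read twice, at 0 min and 10 min after adding 50 nM (final) substrate. Enzyme (10 nM) and compounds were first incubated 15 min at room temperature; enzyme-free buffer wells were negative controls.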
# APE1 inh = APE1 (human) endonuclease inhibition | Potency, µM (series often up to 65.8 µM), for inactives: at the highest dose activity change, negative = inhibition, most hits filed as inhibitors | 350,000 compounds, 0.35% hits | P27695 | recombinant APE1, TAMRA/BHQ-2 abasic DNA cleavage fluorescence;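 note: potency is the fitted concentration of half-maximal effect; plate controls were vehicle for no effect and reference inhibitor for full effect; nearly all actives have a fitted effect of over 55% in size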
#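 Activity was derived from the fluorescence gain between first and third kinetic reads (60 s intervals, ex 525/em 598 nm) after 50 nM THF-abasic TAMRA/BHQ-2 duplex was added to 0.75 nM APE1 preincubated 15 min with compound.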
# Tb PGK inh = blocks T. brucei phosphoglycerate kinase; P07378; PGK/GAPDH coupled, Kinase-Glo luminescence, 60 min; Potency, µM (top dose mostly 57.5 µM), inactives show top-dose activity change, negative = inhibition, actives largely listed as inhibitors; 380,000 compounds, 0.043% hits; note: potency is the fitted concentration of half-maximal effect; % is set by controls: 0 for no effect and ±100 for the full control effect; nearly all actives have a fitted effect of over 60% in size
#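 Luminescent ATP detection (Kinase-Glo Plus) follows a 60-minute room-temperature incubation, with wells lacking PGK as controls. Buffer: 100 mM TEA (pH 7.6), 5 mM MgCl2, 0.01% Tween-20. Coupling enzyme GAPDH (100 nM final) supplies unstable 1,3-BPG in-well.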
# The depositor's hits bear a star; i = inactive; ? = inconclusive; nt = no result given; & = joins results of further samples; [ ] = dose if it differs, or a comment. Unless noted, calls come from the whole dose curve; as a rule, active = well fitted curve in the direction sought with a large enough effect; inconclusive = small, poorly fitted or top-dose-only effect, or another doubt; inactive = no such curve, though single readings can be large; an effect the other way counts as inactive or inconclusive. Only part of the results is shown. The share of hits here may be higher or lower than overall.
SMILES,Pol eta inh,BLM helicase inh,Pol kappa inh,RXFP1 antag,POLB inh,Anesthetic bind,POLI inh,APE1 inh,Tb PGK inh
COc1cccc(NC(=O)C(=O)N2CCOCC2)c1,-14%,0%,-11%,-15,-1%,-2%,0%,3%,-6%
Cc1cccc(-n2ccnc2SCC(=O)Nc2ccc(F)cc2F)c1C,-2%,-6%,-4%[60.1 µM],nt,-2%,1%,-12%,nt,-4%
O=C(CSc1ncnc2ccccc12)NCc1ccco1,?,0%,-7%,-12,25µM*,-3%,?,-12%,-10%
C[C@H](NC(=O)c1ccccc1Cl)C(=O)OCCOc1cccc(Cl)c1,-16%,-6%,3%,-15,-14%,?,-7%,1%,-2%
CCCC(=O)Nc1ccc2c(c1)COC2=O,-16%,-4%,-16%,16,-1%,-1%,151%[activator],?,-4%
CC(=O)N1CCN(c2ccc(S(=O)(=O)NCCN(C(C)C)C(C)C)cc2[N+](=O)[O-])CC1,-11%,-1%,-1%,-5,-28%,5%,?,4%,i
COc1cccc(C(=O)OCC(=O)Nc2cc(C)c(C)cc2[N+](=O)[O-])c1,-2%,0%,-14%,6,-1%,-9%,30%,1%,-2%
COc1ccccc1N(CC(=O)Nc1ccccc1C(=O)NC(C)C)S(C)(=O)=O,-5%,-1%,12%,-6,-3%,-7%,9%,0%,1%
O=S(=O)(NCc1ccc(Cl)cc1)c1ccc(Cl)nc1,-17%,-2%,0%,-10,-1%,-22%,2%,-2%,7%
CNc1ccc([N+](=O)[O-])cc1-c1nc2ccccc2[nH]c1=O,4%,-8%,-2%,-28,8%,-5%,-21%,0%,-2%
CCN1CCN(c2c(S(=O)(=O)c3ccc(Cl)cc3)cnc3ccccc23)CC1,-3%,5%,7%,9,3%,-10%,10%,nt,-2%
CCOC(=O)c1ccccc1NC(=O)CSc1nccn1C,?,1%,-2%,5,-1%,-3%,-3%,2%,-1%
Cc1ccc(-c2nc(CSCC(=O)NCC3CCCO3)c(C)o2)cc1 (stereo not given),-9%,-1%,3%,20,16%,5%,39%[activator],4%,-1%
Cc1c(OCC(F)(F)F)ccnc1CSc1nc2ccccc2[nH]1,-12%,-2%,-8%,-11,1%,-16%,13%,1%,-10%
Cn1c2ccccc2c2nnc(SCC(=O)NC3CCCC3)nc21,-19%,-1%,-7%,-8,5%,1%,40%[activator],2%,i

# The closing 2 entries of the section before lead into the next.
SMILES,Pol eta inh,BLM helicase inh,Pol kappa inh,RXFP1 antag,POLB inh,Anesthetic bind,POLI inh,APE1 inh,Tb PGK inh
Cc1c(OCC(F)(F)F)ccnc1CSc1nc2ccccc2[nH]1,-12%,-2%,-8%,-11,1%,-16%,13%,1%,-10%
Cn1c2ccccc2c2nnc(SCC(=O)NC3CCCC3)nc21,-19%,-1%,-7%,-8,5%,1%,40%[activator],2%,i
COc1ccc(-c2nc3cc(C)ccn3c2NC(=O)c2ccc(C)c(C)c2)cc1,-11%,-7%,3%,nt,7%,?,-8%,nt,-3%
O=C(Cn1cnc2ccccc21)Nc1ccc(C(=O)O)cc1,-1%,0%,-14%,-3,0%,-3%,10%,0%,nt
COc1cc2ccccc2cc1C(=O)NC(=S)Nc1nnn(C)n1,-13%,0%,2%,0,25%,-11%,-1%,1%,i
COc1ccc(CN(C)C(=O)CNC(=O)CNC(=O)c2ccc(Cl)cc2Cl)cc1F,-19%,1%,-4%,-5,23%,5%,81%[activator],-9%,3%
N#CC[C@H](c1ccccc1)N1CCN(Cc2ccccc2)CCC1=O,-5%,-1%,-2%,nt,50%,-20%,1%,30%,1%
O=C1NC(=Nc2cccc(Cl)c2)SC1Cc1cccc(Cl)c1Cl (stereo not given),-3%,-4%,-4%,1,0%,?,10%,-1%,3%[11.5 µM]
O=C(O)c1ccc2c(=O)n3c(nc2c1)/C(=C/c1cccc(Cl)c1Cl)CCCC3,-10%,2%,-6%,nt,11%,5%,7%,-1%,2%
COc1ccc2c(=O)c(-c3ccccc3)coc2c1,-5%,-5%&-4%,-8%[19.4 µM],7,-7%,-11%,18%,?,-7%
CCc1ccc(OCCNC(=O)c2ccco2)cc1,-11%,-8%,4%,-1,1%,-12%,-24%,27%,-5%
Cc1onc(-c2c(Cl)cccc2Cl)c1C(=O)N1CCc2ccccc21,-8%,-10%,-4%,-1,13%,6%,17%,-4%,i
NC(=O)C1(c2ccccc2)CCC(=O)N1c1ccccc1 (stereo not given),-3%,3%,0%,-5,-18%,0%,56%[activator],?,-10%
COc1ccc(-c2oc(/N=C/N3CCCC3)c(C#N)c2-c2ccc(OC)cc2)cc1,-6%,-3%,-5%,-15,-2%,-1%,11%,-12%,i
Cc1ccc(S(=O)(=O)N(CC(=O)Nc2ccc(Cl)c([N+](=O)[O-])c2)C2CCCCC2)cc1,-12%,-10%,-12%,-5,0%,?,2%,5%,17%
c1ccc(-c2nc(C3CCCCC3)c3ccccc3n2)cc1,-19%,nt,18%,nt,nt,nt,8%,50%[activator],i
CCOC(=O)CN(C(=O)CSc1nnc2c(n1)[nH]c1c(C)cc(C)cc12)c1ccccc1,nt,-11%,nt,nt,-24%,?,nt,1%,nt

# Sorted by the number under Tb PGK inh (falling): some entries from above.
SMILES | Tb PGK inh
COc1ccc(-c2nc3cc(C)ccn3c2NC(=O)c2ccc(C)c(C)c2)cc1 | -3%
CCc1ccc(OCCNC(=O)c2ccco2)cc1 | -5%
NC(=O)C1(c2ccccc2)CCC(=O)N1c1ccccc1 (stereo not given) | -10%

# (further entries)
SMILES,Pol eta inh,BLM helicase inh,Pol kappa inh,RXFP1 antag,POLB inh,Anesthetic bind,POLI inh,APE1 inh,Tb PGK inh
COc1ccc(NC(=O)c2ccco2)cc1NC(=O)c1cccnc1,6%,-11%,-15%,2,1%,-2%,4%,-2%,0%
O=C(CNC(=O)/C=C/c1ccco1)N=Nc1c(O)[nH]c2ccccc12,-11%,20µM*,7%,-8,8.9µM*,-7%,-5%,8.4µM*,?
Cn1c(=O)c2nc(SCc3ccccc3)n(C)c2n(C)c1=O,4%,nt,-4%,-23,nt,nt,9%,nt,-5%
N#Cc1cc2c(=O)n3ccccc3nc2n(CCCn2ccnc2)c1=N,-13%,0%,-17%,nt,-1%,93%[activator],-8%,-7%,2%
COCCN(C(=O)CSc1nnc(C)n1Cc1ccccc1)c1c(N)n(CC(C)C)c(=O)[nH]c1=O,-1%,-2%,-10%,3,27%,-4%,158%[activator],0%,-3%
Cc1csc(=O)n1CC(=O)OCC(=O)NNC(=O)c1ccc([N+](=O)[O-])cc1,1%,nt,-17%,-5,nt,nt,7%,-7%,-3%
CCCNC(=O)CCn1cc(-c2ccc(OC)cc2)nc1CCN,-8%,nt,-6%,nt,nt,nt,4%,19%,-9%
COc1ccc(CCC(=O)N2CCN(S(=O)(=O)c3cccs3)CC2)cc1,-13%,nt,-2%,-9,nt,nt,9%,-2%,-9%
O=C1NCCN(Cc2ccoc2)C1CC(=O)N(CCO)Cc1ccccc1 (stereo not given),-12%,-3%,2%,-17,-2%,-6%,-10%,4%,-4%
O=[N+]([O-])c1cccc(Nc2nc(Cl)nc(Cl)n2)c1,-7%,2%,-4%,-10,-16%,-2%,31%[activator],0%,-9%
O=C(NCCCN1CCc2ccccc2C1)Nc1ccc(Cl)cc1,-5%,-11%,-2%,9,18%,-21%,?,-4%,-2%
CC(C)c1c(C(=O)N/N=C/c2ccc(OCc3ccccc3)cc2)nnn1-c1nonc1N,8%,-11%,-3%,-18,0%,-8%,-1%,17%,-3%
O=C(Nc1cccc(Cl)c1)c1cc2c(=O)[nH]c3ccccc3c2s1,nt,-7%,-23%,-8,-25%,-6%,1%,nt,nt
O=C1C2CCC(C(O)C2)N1Cc1ccccc1 (stereo not given),-12%,-5%,1%,1,12%,-6%,16%,27%,-7%
COc1ccccc1CCNC(=O)c1ccc(NC(=O)N2CC(C)Sc3ccccc32)cc1 (stereo not given),-15%,-7%,-9%,-29,?,-1%,31%[activator],nt,-10%
CC(C)NC(=O)NC(=O)COc1ccc(Br)cc1Br,-18%,-5%,-3%,3,-7%,-13%,8%,-10%,-4%
CCN(C(=O)c1nn(C)c2c1CSc1ccccc1-2)c1cccc(C)c1,-22%,-1%,14%,-25,9%,?,19%,nt,-8%
Cc1ccc(C)c(OCc2nnc(N)s2)c1,-16%,-3%,-5%,-1,19%,?,-4%,-3%,2%
COc1ccc(Nc2oc(COc3cccc(C)c3)nc2C#N)cc1,-16%,-15%,-17%,-1,-15%,-20%,-3%,-8%,-3%
COc1cccc(CC(=O)n2nc(N)c3cc4ccc(OC)cc4nc32)c1,-15%,-7%,0%,nt,7%,-3%,4%,11%,-2%
CC1CN(C(=O)c2cccc(S(=O)(=O)Nc3ccccc3Cl)c2)CC(C)O1 (stereo not given),-15%,-2%,-9%,-2,-20%,0%,16%,34%,-11%
Cc1cc(OCC(=O)NCC2CCC(C(=O)O)CC2)c2c(C)c(Cc3ccccc3)c(=O)oc2c1 (stereo not given),-12%,-4%,2%,nt,4%,-9%,17%,-1%,-12%
CC(C(=O)N(C1CC1)C1(C(=O)Nc2ccccc2)CCCC1)N1C(=O)c2ccccc2C1=O (stereo not given),-18%,-4%,-23%,9,15%,?,0%,2%,0%
Cc1oc(-c2ccc(-c3ccccc3)cc2)nc1CN1CCN(CC(=O)N(C)C)CC1,-19%,2%,-6%,7,14%,-11%,16%,13%,-2%
COc1cccc(CN(C)CC(=O)NCc2ccccc2Cl)c1OC,-17%,-1%,-1%,-10,1%,-9%,52%[activator],?,-6%
CCN(CC)c1ccc(N=Cc2ccc([N+](=O)[O-])o2)cc1,?,-6%,?,-67*,?,-6%,16µM*,?,-1%
CCOc1ccc(CN2CCN(Cc3cccc4c3OCO4)CC2CCO)cc1 (stereo not given),0%,0%,-12%,-5,32%,-8%,11%,28%,-8%
COc1ccc(C(=O)NC2(C(F)(F)F)C(=O)Nc3c2c(=O)[nH]c(=O)n3CCc2ccc(OC)c(OC)c2)cc1 (stereo not given),3%&2%,-2%&0%,-9%&-9%,-3,?,5%&-7%,-10%&16%,11%,-8%&3%

# Screens (PubChem BioAssay)
